# PrPC surface inh: inhibitors of human cell surface prion protein PrPC, primary screen, cell-based, TR-FRET. inhibition, % at 13.8 µM. 370,000 compounds, 0.43% hits. AID 720596, 2013. TR-FRET read-out; in the data active = inhibition above about 24%; also: 0% = median of the test wells and 100% = reference compound wells
# BioA inh: M. tuberculosis BioA enzyme inhibitors, primary screen, biochemical, plate reader, single point, HTS; 7,8-diaminopelargonic acid synthase BioA (Mycobacterium tuberculosis); purified M. tuberculosis BioA enzyme; inhibition, % at 9.99 µM; 360,000 compounds, 0.096% hits; AID 602481, 2012; in the data active = inhibition above about 40%; inconclusive = no clear call, values can overlap the other calls
# FBA Mtb inh: Mtb FBA enzyme inhibitors, primary screen, biochemical, fluorescence, strain H37Rv. Fructose-bisphosphate aldolase (Mycobacterium tuberculosis (strain ATCC 25618 / H37Rv)), …. purified M. tuberculosis FBA, fluorescence read-out. inhibition, % at 1 µM. 360,000 compounds, 2.3% hits; in the data active = inhibition above about 27%;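 also: 0% = vehicle and 100% = reference inhibitor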
# FadD28 binding: inhibitors of FadD28 bisubstrate probe binding, primary screen, biochemical, fluorescence polarization, single point; inhibition, % at 12.5 µM; 360,000 compounds, 0.22% hits; AID 588549, 2011; in the data active = inhibition above about 8.5%, passing the limit was not always enough; inconclusive = no clear call, values can overlap the other calls
# Rv3671c inh: Rv3671c serine protease inhibitors, primary screen, biochemical, fluorescence polarization, M. tuberculosis H37Rv. 320,000 compounds, 0.048% hits. inhibition, % at 5.96 µM. P9WHR9. AID 2606, 2010; in the data active = inhibition above about 38%;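 also: extracellular domain of Rv3671c used as enzyme; 0% = enzyme with DMSO and 100% = no enzyme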
# Target sequence (P9WHR9 whole entry, looked up, the tested form may be a part): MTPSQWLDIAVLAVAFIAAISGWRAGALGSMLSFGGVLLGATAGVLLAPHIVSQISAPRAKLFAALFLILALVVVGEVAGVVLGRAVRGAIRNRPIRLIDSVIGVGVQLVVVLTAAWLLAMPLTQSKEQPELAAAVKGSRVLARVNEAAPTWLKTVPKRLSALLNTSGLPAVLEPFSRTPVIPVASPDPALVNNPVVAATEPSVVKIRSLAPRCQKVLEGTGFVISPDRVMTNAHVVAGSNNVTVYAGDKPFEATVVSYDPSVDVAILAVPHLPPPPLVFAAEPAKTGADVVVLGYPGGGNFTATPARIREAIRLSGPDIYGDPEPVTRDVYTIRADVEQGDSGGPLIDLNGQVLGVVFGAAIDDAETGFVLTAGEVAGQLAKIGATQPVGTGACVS
# UGM FP inh: M. tuberculosis UGM enzyme inhibitors, primary screen, biochemical, fluorescence polarization, single point | purified UGM, fluorescence polarization probe displacement | inhibition, % at 10 µM | 320,000 compounds, 0.06% hits; in the data active = inhibition above about 10%, passing the limit was not always enough; inconclusive = no clear call, values can overlap the other calls
# Target sequence (P9WIQ1 whole entry, looked up): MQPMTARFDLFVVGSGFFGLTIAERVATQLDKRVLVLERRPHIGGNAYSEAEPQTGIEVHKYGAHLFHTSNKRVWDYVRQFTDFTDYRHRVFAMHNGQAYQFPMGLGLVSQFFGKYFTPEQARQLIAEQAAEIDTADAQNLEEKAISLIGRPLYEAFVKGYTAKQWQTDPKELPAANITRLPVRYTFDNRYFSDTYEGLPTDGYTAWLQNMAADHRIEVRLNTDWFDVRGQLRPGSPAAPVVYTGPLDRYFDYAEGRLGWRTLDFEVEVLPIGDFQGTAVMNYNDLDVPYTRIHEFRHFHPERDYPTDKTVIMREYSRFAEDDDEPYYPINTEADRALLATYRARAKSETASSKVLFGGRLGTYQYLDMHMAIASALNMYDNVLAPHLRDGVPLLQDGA
# GDH-TPI inh: GDH-TPI coupling enzyme inhibitors, primary screen, artefact control for M. tuberculosis FBA inhibitor project, biochemical, absorbance, full deck. GDH-TPI coupled enzyme counterscreen, NADH absorbance. inhibition, % at 4.8 µM. 360,000 compounds, 1.2% hits. AID 588335, 2011; in the data active = inhibition above about 30%;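 also: 0% = DMSO wells and 100% = wells lacking the enzyme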
# MazEF act: activators of E. coli MazEF toxin-antitoxin RNase, primary screen, biochemical, fluorescence, uHTS; Endoribonuclease toxin MazF (Escherichia coli (strain K12)), P0AE70; FAM/BHQ RNA-DNA oligo cleavage fluorescence, 5 h; activation, % at 20 µM; 350,000 compounds, 0.32% hits; in the data active = activation above about 50%
# Target sequence (P0AE70 whole entry, looked up): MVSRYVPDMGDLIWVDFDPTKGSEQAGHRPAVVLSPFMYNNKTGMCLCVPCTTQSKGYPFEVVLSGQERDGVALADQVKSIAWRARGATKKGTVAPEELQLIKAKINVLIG
# BoNT F protease: BoNT/F light chain protease inhibitors, primary screen, biochemical, flow cytometry, MLPCN library | Botulinum neurotoxin type F light chain protease (Clostridium botulinum) | Multiplex microsphere protease cleavage assay | inhibition, % at 10 µM | 360,000 compounds, 0.22% hits | AID 588497, 2011; in the data active = inhibition above about 35%, passing the limit was not always enough; inconclusive = no clear call, values can overlap the other calls; also: plate controls were buffer without enzyme for full effect and enzyme alone for no effect
# Active calls of the source: *; ? = inconclusive; / = no result given.
SMILES,PrPC surface inh,BioA inh,FBA Mtb inh,FadD28 binding,Rv3671c inh,UGM FP inh,GDH-TPI inh,MazEF act,BoNT F protease
C[C@H]1C/C=C/[C@H]2[C@H](O)[C@H](C)[C@@](C)(O)[C@H]3[C@H](Cc4ccccc4)NC(=O)[C@]32[C@H](O)/C=C/[C@](C)(O)C1,/,-1.6,4,-0.4,2,0.4,1,-1,1
O=C(CCCN1C(=O)/C(=C/c2cccs2)SC1=S)NNC(=O)c1cccnc1,-4,-1.1,3,-1.0,-25,1.2,33*,-8,-3
C#CCOCCOCCOCCNc1nc(N2CCN(C(=O)Cn3cc(CCCN=C(N)N)nn3)CC2)nc(N2CCN(C(=O)[C@H]([C@@H](C)CC)n3cc(CCCCN)nn3)CC2)n1,-2,-1.7,-2,-1.6,-4,-2.2,6,12,-10
CC(C)CN(CCNC(=O)CN1C(=O)CSc2ccc(S(=O)(=O)N3CCOCC3)cc21)CC(C)C,-1,/,-1,-0.5,-3,-1.4,1,0,1
O=C(O)COc1c(-c2ccco2)oc2ccccc2c1=O,2,/,46*,1.4,-8,0.0,25,-12,1
Cc1cccc(/C(N)=N/OC(=O)CCC2CCCCC2)c1,-6,/,0,-1.7,-7,7.8,11,1,-26
COC(=O)C1=C(c2ccc(OCc3ccccc3)cc2)C[C@@H]2CC[C@H]1N2C(=O)NCc1ccccc1,-5,-0.4,-1,-4.2,-15,1.4,-3,-2,-9
CC(Sc1ccc(Cl)cc1)C(=O)NCC1CCCO1 (stereo not given),-3,0.4,6,-2.0,-5,-3.3,15,-12,-8
Cc1ccc(S(=O)(=O)N2CCN(C(=O)c3ccc(N4CCC(C)CC4)c([N+](=O)[O-])c3)CC2)cc1,0,-1.2,-2,-2.7,/,/,5,-1,0
COc1ccc(N2C(=O)CCC(C(=O)N3CCN(c4ccccn4)CC3)C2c2ccc(F)cc2)cc1 (stereo not given),1,-0.8,4,-2.6,3,-1.8,-3,-4,1
O=C(Nc1nnc([C@@H]2C[C@H](O)[C@@H](CO)O2)s1)Nc1ccccc1C(F)(F)F,-1,-0.9,3,0.8,/,/,18,/,1
N#C/C(=C\c1c(N2CCCCCC2)nc2ccccn2c1=O)C(N)=O,-23,2.2,4,-1.9,0,-0.9,12,11,6
CC(C)c1onc(C(=O)N2CCCCCC2)c1[N+](=O)[O-],7,/,-3,-5.3,-2,1.1,4,10,5
O=C(NNS(=O)(=O)Cc1ccccc1)c1ccc([N+](=O)[O-])cc1,-6,0.2,4,-1.9,-2,-1.8,19,2,-5
COc1ccc(-c2csc(Cc3nnc4n3CCCCC4)n2)cc1,-2,2.8,0,-2.1,0,-0.4,-2,0,-4
CCc1nnc(NC(=O)Cc2cccs2)s1,-3,/,2,-0.1,8,-2.8,-5,10,-2
CN(CC(=O)Nc1ccccc1C(F)(F)F)C(=O)Cc1ccccc1F,-4,-0.2,-2,-5.2,10,2.2,-2,1,-4
C(=N\Nc1cc(N2CCCCC2)ncn1)/c1ccco1,-3,3.6,-2,-1.7,2,0.6,42*,2,25
COc1ccccc1N=Nc1c(C)[nH]n(-c2ccccc2)c1=O,3,-0.2,4,1.2,3,-1.3,14,13,-25
CCCCOc1ccc(N2C(=O)C(C)CNC2=S)cc1 (stereo not given),-6,/,3,-0.7,/,/,3,-16,-6
COc1ccc(-c2cc(C(F)(F)F)n3nc(C(N)=O)cc3n2)cc1,-5,-1.3,4,-2.3,/,/,12,-1,-1
O=C(c1ccc(Cl)c(S(=O)(=O)N2CCCCCC2)c1)N1CCN(c2ccccn2)CC1,-4,/,2,0.6,2,0.0,-4,-5,-5
Cc1ccc(NC(=O)C2(C)Cc3ccccc3C(=O)O2)cc1 (stereo not given),-8,/,0,-0.8,-10,0.7,8,0,2
Cc1ccccc1Nc1nc(N)nc(COC(=O)c2ccccc2)n1,2,/,-1,0.0,4,-1.3,9,-1,4
O=C(c1cc2nc(-c3ccc(Cl)cc3)cc(C(F)(F)F)n2n1)N1CCOCC1,2,/,-2,-0.2,-6,0.5,0,-6,-4
O=C1OCCC1Sc1nnc(-c2ccc3c(c2)OCO3)o1 (stereo not given),4,/,2,-2.6,7,-0.7,-5,8,-6
O=C(O)CCC(=O)NN1C(=O)c2ccccc2NC1c1ccco1 (stereo not given),5,/,32*,-3.4,10,0.5,1,3,-6
CCN1CCN(CCNC(=O)c2cn(C(C)c3ccccc3F)nn2)CC1 (stereo not given),-8,-0.8,-3,0.3,-6,-1.0,2,13,-14
O=c1oc(-c2ccccc2)nc2sc3c(c12)CCC3,-10,-0.1,-3,-5.1,-6,1.3,0,13,1
CC(=O)NCCc1cnc[nH]1,6,0.2,1,-1.5,-1,-0.9,-8,-6,-7
CC(C(=O)Nc1ccc(S(=O)(=O)N2CCCC2)cc1)N1CCN(C(=O)c2ccco2)CC1 (stereo not given),-2,-1.1,0,-4.3,-1,1.7,2,-7,2
COc1ccc(CCC(=O)NCC2CCCCC2)cc1OC,7,-1.5,1,0.0,2,-1.0,3,-18,-2
O=c1[nH]c2ccc(Cl)cc2c(O)c1Cc1ccccc1,14,/,35*,-3.7,-8,4.5,12,2,-3
CCOP(=O)(c1c(F)c(F)c(F)c(F)c1F)C1(O)CCCCC1 (stereo not given),-2,-0.6,3,-3.1,-7,1.6,8,4,-7
Cc1ccc(N(C(=O)Cn2nnc(-c3ccc(F)cc3)n2)C(C(=O)NC(C)(C)C)c2ccncc2)cc1 (stereo not given),-3,1.8,0,-2.1,-1,-1.0,4,-2,-3
CNc1nc(-c2ccc3c(c2)CCN3C(=O)c2ccccc2F)c(C)s1,-4,1.7,2,-0.5,1,0.2,7,11,6
COCCNC(=O)c1onc(CSc2cc(C)cc(C)c2)c1C(=O)NCCOC,5,0.9,9,0.3,-2,-0.4,13,6,-3
N#Cc1cccc(NC(=O)CNC(=O)Cc2ccccc2)c1,0,-1.3,0,0.6,3,-0.1,0,8,5
COCCCN1CC(=O)N2C(c3cccc(OC)c3OC)c3[nH]c4ccccc4c3C[C@H]2C1=O (stereo not given in full),4,-0.4,-2,-0.3,1,-2.5,-2,7,-1
CC(=O)c1ccc(N2CCN(S(=O)(=O)c3cccc4nsnc34)CC2)cc1,0,/,0,-1.5,8,-2.7,19,10,-2
CN(C1(C)CCS(=O)(=O)C1)S(=O)(=O)c1ccc2ccccc2c1 (stereo not given),-5,1.9,1,-6.5,4,-1.1,10,2,-7
CCOc1ccccc1CNC(=O)C1CCCN(c2nnc(C)c3c(C)n(-c4ccccc4)nc23)C1 (stereo not given),9,2.7,23,-2.8,4,-0.4,0,14,14
Cc1[nH]c(=O)c(C#N)c(C)c1Br,3,0.3,4,0.5,2,0.3,6,6,2
CC1CC(C)CN(C(=O)COC(=O)c2ccc3c(c2)OCCO3)C1 (stereo not given),-6,-0.2,-2,-3.3,-1,-2.2,-10,4,2
O=C(CCCCCn1c(=O)[nH]c2ccsc2c1=O)NCc1ccc(F)cc1,-1,1.5,1,-4.9,-3,0.2,-11,6,-9
CCOC(=O)C(Cc1ccc(OC)c([N+](=O)[O-])c1)NC(=O)CCC(=O)Nc1ccc(C)cc1 (stereo not given),-5,/,1,-0.1,-18,4.6,-1,1,-3
Cc1cc(C(C)(C)C)c(O)c(C)c1CC1=NCCN1,-3,-1.0,-4,-2.7,-2,0.5,2,-4,0
COc1ccc(S(=O)(=O)N(C)CC(=O)Nc2ccccc2C(F)(F)F)cc1OC,4,-0.9,0,-2.4,1,1.9,-1,0,-3
CC(C)(C)NS(=O)(=O)c1ccc(OCC(=O)NCc2ccco2)cc1,-4,/,-1,-2.8,-5,0.6,-4,11,-3
Cc1cc(C)n(-c2nc3ccccc3nc2N2CCOCC2)n1,-5,-1.6,-1,-2.4,7,2.2,7,0,-1
Cc1c(NC(=O)c2ccc(-c3cccc([N+](=O)[O-])c3)o2)c(=O)n(-c2ccccc2)n1C,-29,/,-3,-3.7,1,0.2,13,2,-3
Cc1c(NC(=O)Nc2cccc(C#N)c2)c(=O)n(-c2ccccc2)n1C,-7,-0.9,-3,/,1,-0.4,12,9,-7
COc1ccc(CC(=O)Nc2nc(-c3ccccc3)c(C(C)=O)s2)cc1OC,6,-2.9,-2,-0.3,-20,-0.5,24,2,19
O=C(c1cc([N+](=O)[O-])ccc1N1CCOCC1)N1CCN(c2ccccc2)CC1,4,0.8,0,-2.5,8,1.2,2,/,3
CCOC(=O)N1CCN(S(=O)(=O)c2ccc(F)c(C(=O)Nc3cccc(Cl)c3C)c2)CC1,5,-1.2,-1,-2.2,8,-0.1,5,-3,-11
CC1CCCCN1C(=O)CSc1nnc(-c2ccco2)o1 (stereo not given),-2,3.4,0,-2.1,-4,-0.2,-1,-3,0
C[C@]12C(=O)N(c3ccc(Cl)cc3)C(=O)N1[C@H]1c3ccccc3OC[C@@H]1[C@H]2c1ccccc1,/,0.9,-1,-0.5,-32,2.2,8,-6,-1
Cc1noc(C)c1COc1ccc(C(=O)O)cc1,7,-0.6,2,0.0,4,-0.1,-1,-5,0
Cc1ccc(Oc2ccc3c(c2)C(=O)N(c2cccc4cccnc24)C3=O)cc1,-5,-0.2,0,-4.6,-7,-0.6,-8,4,-1
Oc1ccc(Br)cc1CN1CCCCCCC1,3,-0.5,1,-1.3,6,3.0,3,-11,-6
# The list goes on.
SMILES,PrPC surface inh,BioA inh,FBA Mtb inh,FadD28 binding,Rv3671c inh,UGM FP inh,GDH-TPI inh,MazEF act,BoNT F protease
COc1ccc2c(CCNC(=O)c3ccco3)c[nH]c2c1,5,-1.3,0,-2.2,-7,-2.1,9,-10,1
COc1cc2c(cc1NC(=O)C(c1ccccc1)c1ccccc1)CCCC2,0,/,1,-1.6,-2,-0.3,0,4,-2
CCOc1ccc(NC(=O)CN2C(=O)NC(CCSC)C2=O)cc1 (stereo not given),10,/,-1,-1.3,-2,0.2,1,5,-3
CC(C)(C)C1CCc2onc(C(=O)Nc3ccc(F)cc3F)c2C1 (stereo not given),1,-3.2,2,-0.9,-2,-0.2,12,-22,-12
CCOC(=O)Cc1ccc2sc(-c3ccccc3)nc2c1,0,0.2,1,-0.8,6,-0.1,8,-1,-1
COc1ccc(CCNC(=O)C2CCN(S(=O)(=O)N3CC(C)CC(C)C3)CC2)cc1OC (stereo not given),-4,-5.3,1,0.0,3,1.2,2,9,-7
O=C(COC(=O)c1cccc([N+](=O)[O-])c1)NC1CCCC1,-5,0.1,2,/,8,-1.3,1,2,-24
CC(=O)NC(c1ccc(Cl)cc1)c1ccc2cccnc2c1O (stereo not given),40*,1.7,1,-2.9,/,/,9,5,?
CCCCOP(=O)(OCCCC)C(O)c1ccc(Br)cc1 (stereo not given),3,/,4,-0.8,-4,-1.2,1,-10,-7
